POLK inh: DNA polymerase kappa (human) inhibition. Q9UBT6. Potency, µM (titrated, usually from 107 µM), without a hit: at the top dose activity, negative = inhibition, actives largely listed as inhibitors. hit rate 0.53% among 400,000. purified Pol kappa, fluorescent DNA synthesis assay, 10 min. AID 588579; note: potency is the fitted concentration of half-maximal effect; % is set by controls: 0 for no effect and ±100 for the full control effect
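Fluorescent qHTS in 1536-well format: enzyme (10 nM) and compound sat 15 min at room temperature before 50 nM substrate (final) was added. Signal taken at 0 and 10 min; no-enzyme buffer wells were negative controls.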
LDHA block: LDHA (human) enzyme inhibition; P00338; purified LDHA, NADH/diaphorase-resazurin fluorescence; hits give low values; activity change, % (values are at about 110 or 230 µM); hit rate 0.15% among 480,000; AID 1347041; in the data active = activity change below about -30%; inconclusive = mostly about -25% to -30%;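 note: plate controls were DMSO wells for no effect and wells without enzyme for full effect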
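Remaining NADH was detected by diaphorase (0.133 mg/mL) converting 37 µM resazurin to fluorescent resorufin, read at 0 and 20 minutes. The preceding 5-minute room-temperature reaction used 2 nM LDHA, 0.2 mM sodium pyruvate and 0.06 mM NADH at pH 7.4.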
APE1 inh: inhibitors of human APE1 endonuclease | recombinant APE1, TAMRA/BHQ-2 abasic DNA cleavage fluorescence | Potency, µM (titrated, usually from 65.8 µM), for the others: at the top dose activity change, negative = inhibition, usual class: inhibitors | hit rate 0.35% among 350,000 | AID 2517;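 note: potency is the fitted concentration of half-maximal effect; plate controls were vehicle for no effect and reference inhibitor for full effect; nearly all actives have a fitted effect of over 55% in size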
Target sequence (P27695 whole entry, looked up): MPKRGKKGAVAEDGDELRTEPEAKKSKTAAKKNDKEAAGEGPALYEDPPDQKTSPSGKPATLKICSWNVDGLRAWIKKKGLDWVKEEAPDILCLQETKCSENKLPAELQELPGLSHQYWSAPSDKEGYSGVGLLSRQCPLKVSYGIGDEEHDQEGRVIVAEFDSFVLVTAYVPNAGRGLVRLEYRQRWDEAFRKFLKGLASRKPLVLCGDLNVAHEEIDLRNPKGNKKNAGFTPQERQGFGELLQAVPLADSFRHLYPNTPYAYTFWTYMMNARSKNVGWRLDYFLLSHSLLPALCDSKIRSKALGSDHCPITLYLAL
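Measures dequenching upon AP-site incision of a 5'-TAMRA/3'-BHQ-2 THF-containing duplex, 50 nM; human APE1 0.75 nM after 15 min room-temperature exposure to compound; kinetic three-point read at one-minute spacing.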
Pol beta inh: DNA polymerase beta (human) inhibition. hit rate 1.3% among 340,000. P06746. Pol beta primer extension/strand displacement, fluorescence kinetic. Potency, µM (doses to about 114 µM), for the others: at the top dose activity change, negative = inhibition, usual class: inhibitors; note: potency is the fitted concentration of half-maximal effect; % is set by controls: 0 for no effect and ±100 for the full control effect
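10 nM enzyme + cpd, 15 min RT; start with substrate 50 nM final; read 0 min and after 10 min RT. Corrected, normalized data; 4-parameter Hill curve fit.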
ALOX12 inh: ALOX12 (human) lipoxygenase inhibition | hit rate 1.1% among 580,000 | Potency, µM (titrated, usually from 108 µM), for the others: at the highest dose activity change, negative = inhibition, hits mostly inhibitors | P18054 | purified 12hLO, xylenol orange hydroperoxide absorbance; note: potency is the fitted concentration of half-maximal effect; % is set by controls: 0 for no effect and ±100 for the full control effect
Target sequence (P18054 whole entry, looked up): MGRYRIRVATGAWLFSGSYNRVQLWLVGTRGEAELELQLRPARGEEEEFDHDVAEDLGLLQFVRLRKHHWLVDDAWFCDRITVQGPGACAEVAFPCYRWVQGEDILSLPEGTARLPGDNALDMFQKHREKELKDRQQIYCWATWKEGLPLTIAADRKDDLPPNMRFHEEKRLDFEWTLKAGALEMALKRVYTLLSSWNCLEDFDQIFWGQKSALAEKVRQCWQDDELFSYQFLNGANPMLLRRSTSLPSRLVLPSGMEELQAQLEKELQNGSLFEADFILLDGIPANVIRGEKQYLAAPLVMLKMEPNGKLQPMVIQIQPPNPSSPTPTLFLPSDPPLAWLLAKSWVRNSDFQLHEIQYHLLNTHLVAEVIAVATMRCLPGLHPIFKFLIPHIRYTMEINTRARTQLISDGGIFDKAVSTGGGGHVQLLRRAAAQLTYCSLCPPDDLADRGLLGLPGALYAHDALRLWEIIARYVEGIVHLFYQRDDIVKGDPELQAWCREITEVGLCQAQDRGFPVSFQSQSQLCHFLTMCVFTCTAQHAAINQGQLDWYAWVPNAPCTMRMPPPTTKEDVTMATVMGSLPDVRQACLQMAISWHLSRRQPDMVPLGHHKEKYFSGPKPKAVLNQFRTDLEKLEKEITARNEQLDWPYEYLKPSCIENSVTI
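Purified human 12hLO (150 nM final) in 25 mM Hepes, 0.01% Triton X-100, pH 7.0 was preincubated 15 min at room temperature with compound. Then 40 uM arachidonic acid was added, 30 min. Hydroperoxide was read by Fe-XO absorbance ratio 573/405 nm.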
Anesthetic bind: candidate novel general anesthetic via apoferritin binding. Potency, µM (highest dose often 77.5 µM), for inactives: at the top dose activity change, negative = displacement, usual class: inhibitors. apoferritin/1-aminoanthracene competitive binding, fluorescence. AID 485281. hit rate 0.074% among 350,000. P02791; note: potency is the fitted concentration of half-maximal effect; % is set by controls: 0 for no effect and ±100 for the full control effect; nearly all actives have a fitted effect of over 20% in size
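Concentration-response curves derived by four-parameter Hill fitting of normalized fluorescence, where compounds displaced 1-AMA from 10 uM horse apoferritin following a brief 10 min room-temperature incubation; propofol titration acted as positive control.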
ERG Ets-DNA blk: ERG Ets/DNA interaction inhibition; hit rate 0.028% among 370,000; fluorescence polarization, His-ERG Ets domain / labelled DNA; P11308; Potency, µM (series often up to 76.9 µM), for the others: at the highest dose FP activity, negative = inhibition, hits mostly inhibitors; AID 624246; active = well fitted inhibition curve with a large enough effect in the polarisation, with a control signal flat; inconclusive = small, poorly fitted or top-dose-only effect, or effect the other way, or a change in a side signal; inactive = no such curve, though single readings can be large or run the other way; the % refers to the polarisation;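 note: polarization taken with two DNA probes labelled with fluorescein and Texas red; potency is the fitted concentration of half-maximal effect; % of control where 0% means no effect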
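His-tagged ERG Ets domain (1 uM in the protein solution; 300mM KCl, 50mM Tris-HCl, 1mM EDTA, 1mM DTT, pH 7.5) received compound, then a probe mix of 5 nM fluorescein-DNA and 100nM Texas-615-DNA. Fluorescence polarization was read for both dyes.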
Pol eta inh: blocks human DNA polymerase eta activity; hit rate 1.2% among 390,000; recombinant Pol eta, fluorescent DNA replication assay; Potency, µM (highest dose often 114 µM), without a hit: at the highest dose activity change, negative = inhibition, most hits filed as inhibitors; note: potency is the fitted concentration of half-maximal effect; % is set by controls: 0 for no effect and ±100 for the full control effect
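Pol eta (10 nM) was preincubated with compounds for 15 min at room temperature, after which fluorescent replication substrate (50 nM final) was added to start the reaction. Fluorescence was read kinetically at 0 and 10 min.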
RGS4 inh: human RGS4 inhibition; P49798; Transcreener GDP fluorescence polarization, RGS4-accelerated GTP hydrolysis; Potency, µM (series often up to 114 µM), without a hit: top-dose activity change, negative = inhibition, most hits filed as inhibitors; hit rate 0.039% among 390,000; AID 504845; note: potency is the fitted concentration of half-maximal effect; % is set by controls: 0 for no effect and ±100 for the full control effect; nearly all actives have a fitted effect of over 75% in size; some results filed as inactive show a strong effect at the top dose
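MLSMR compounds (23 nl, pin-transferred) preincubated 10 min at room temperature with a 500nM (2x) first reagent, then RGS4 at 900nM (2x) plus Transcreener GDP mix added; fluorescence polarization (620/688 nm) read before and after 90 min at 30 °C.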
* marks the source's active call; other numbers are inactive results; [ ] = another dose, or the depositor's remark. Unless noted, calls come from the whole dose curve; as a rule, active = well fitted curve in the direction sought with a large enough effect; inconclusive = small, poorly fitted or top-dose-only effect, or another doubt; inactive = no such curve, though single readings can be large; an effect the other way counts as inactive or inconclusive. A portion of the library; the hit share may differ from the screen's.

CCN(CC)CC(=O)NCc1cc(-c2ccc(OC)cc2)no1 was read as POLK inh -6%, LDHA block -10, APE1 inh -3%, Pol beta inh 3%, ALOX12 inh -15%, Anesthetic bind -10%, ERG Ets-DNA blk 1%, Pol eta inh -11% and RGS4 inh 4%.
Screening CCOC(=O)c1[nH]cnc1C(=O)N[C@@H](C)c1ccccc1 returned POLK inh -3%, LDHA block -4, APE1 inh 5%, ALOX12 inh 12%, ERG Ets-DNA blk -1%, Pol eta inh -8% and RGS4 inh -3%.
For CCC(Oc1ccccc1)C(=O)NCCCN1CCOCC1 (centres undefined) the results were POLK inh -21%, LDHA block -4, APE1 inh -3%, Pol beta inh 42%, Anesthetic bind -6%, ERG Ets-DNA blk -1%, Pol eta inh -19% and RGS4 inh -7%.
For O=C(NCC1CC1)c1onc(CSc2nc3ccccc3[nH]2)c1C(=O)NCC1CC1 the results were POLK inh -6%, LDHA block 0, APE1 inh 0%, Pol beta inh -1%, ALOX12 inh -3%, Anesthetic bind -19%, ERG Ets-DNA blk -16%, Pol eta inh 0% and RGS4 inh -2%.
Screening COc1ccc2[nH]cc(C(=O)CNc3nc(C)cs3)c2c1 returned POLK inh -10%, LDHA block 1, APE1 inh -3%, Pol beta inh 9%, ALOX12 inh inconclusive, Anesthetic bind -10%, ERG Ets-DNA blk -4%, Pol eta inh -8% and RGS4 inh -5%[11.4 µM].
Screening COc1ccc2nc(N(CCN(C)C)C(=O)c3ccc4ccccc4c3)sc2c1 returned POLK inh 16%, LDHA block 0, APE1 inh -11%, Pol beta inh 21%, ALOX12 inh inconclusive, Anesthetic bind -14%, ERG Ets-DNA blk 0%, Pol eta inh -10% and RGS4 inh -11%.
For C=CCNC(=O)C(=O)NCC1CCCN1CC (centres undefined) the results were POLK inh 1%, LDHA block -5, APE1 inh 2%, Pol beta inh -9%, ALOX12 inh -6%, Anesthetic bind -2%, ERG Ets-DNA blk 12%, Pol eta inh -14% and RGS4 inh 7%.
CCc1ccc(NC(=O)C2CCCN(S(=O)(=O)c3cccc4nonc34)C2)cc1 (centres undefined) was read as POLK inh -23%, LDHA block -4, Pol beta inh 54%, ALOX12 inh -17%, Anesthetic bind -1%, ERG Ets-DNA blk 3%, Pol eta inh -12% and RGS4 inh 22%.
CNC(=O)c1ccc(-c2sc3nc(N4CCOCC4)c4c(c3c2N)CCCC4)o1 was read as POLK inh -28%, LDHA block 14, APE1 inh -11%, Pol beta inh -22%, ALOX12 inh inconclusive, Anesthetic bind 265%[activator], ERG Ets-DNA blk -10%, Pol eta inh inconclusive and RGS4 inh -50%.
COC(=O)c1ccccc1S(=O)(=O)N1CCC(C(=O)NC2CCCCC2C)CC1 (centres undefined) was read as POLK inh 0%, LDHA block -4, APE1 inh -2%, ALOX12 inh -14%, ERG Ets-DNA blk -7%, Pol eta inh -11% and RGS4 inh 6%.
Screening COc1ccc(S(=O)(=O)N2CCCCC2C)cc1 (centres undefined) returned POLK inh -3%, LDHA block -3, APE1 inh 2%, Pol beta inh 26%, ALOX12 inh 0%, Anesthetic bind -20%, ERG Ets-DNA blk 12%, Pol eta inh -21% and RGS4 inh -6%.
C=CCn1c(C)cc(C(=O)Cn2ncc(Cl)c(Cl)c2=O)c1C was read as POLK inh inconclusive, LDHA block -4, APE1 inh inconclusive, Pol beta inh 11µM*, ALOX12 inh -3%, Anesthetic bind inconclusive, ERG Ets-DNA blk 7%, Pol eta inh 28µM* and RGS4 inh -26%.
For CCOc1ccc(-c2c(C)n([O-])c3c([n+]2=O)CCCCC3)cc1 the results were POLK inh 5%, LDHA block -1, APE1 inh 10%, Pol beta inh 2%, ALOX12 inh 9%, Anesthetic bind -6%, ERG Ets-DNA blk 10%, Pol eta inh -9% and RGS4 inh -2%.
`CCCCC(=O)Nc1nc(C)c(-c2csc(Nc3ccc(Cl)cc3)n2)s1` gave POLK inh -1%, LDHA block 10, APE1 inh -6%, Pol beta inh 0%, Anesthetic bind -10%, ERG Ets-DNA blk -6%, Pol eta inh -9% and RGS4 inh -28%.
`O=C(NNC(=O)c1ccccc1Cl)c1ccccc1Cl` gave POLK inh -1%, LDHA block -8, APE1 inh 0%, Pol beta inh 89µM*, ALOX12 inh 121%[activator], Anesthetic bind 1%, ERG Ets-DNA blk 3%, Pol eta inh -22% and RGS4 inh 2%.
For CCN1CCC(N2CCN(c3ccccc3OC)CC2)CC1 the results were POLK inh 0%, LDHA block -9, APE1 inh 15%, Pol beta inh 11%, ALOX12 inh 16%, Anesthetic bind -2%, ERG Ets-DNA blk 3%, Pol eta inh 15% and RGS4 inh 18%.
Screening CCOC(=O)N1CCN(C(=O)COc2ccc(S(=O)(=O)Nc3ccc(OCC)cc3)cc2)CC1 returned POLK inh -15%, LDHA block -5, APE1 inh -2%, Pol beta inh 2%, ALOX12 inh 28%, Anesthetic bind 0%, ERG Ets-DNA blk -3%, Pol eta inh -11% and RGS4 inh -2%.
`O=C(CSc1nnc(Cn2nnc(-c3ccccc3)n2)n1-c1ccccc1)Nc1ccccc1` gave POLK inh -7%, LDHA block -13, APE1 inh -5%, Pol beta inh -21%, ALOX12 inh 2%, Anesthetic bind -13%, ERG Ets-DNA blk 0%, Pol eta inh -19% and RGS4 inh -19%.
Screening O=C(COc1ccccc1)Nc1ccccc1N1CCCCC1 returned POLK inh 0%, LDHA block -2, APE1 inh 13%, Pol beta inh 8%, ALOX12 inh 0%, Anesthetic bind -15%, ERG Ets-DNA blk -8%, Pol eta inh -8% and RGS4 inh -12%.
`CCOC(=O)C(=CNc1cc(C)nn1C(C)(C)C)C(=O)OCC` gave POLK inh -13%, LDHA block 3, APE1 inh 0%, Pol beta inh -1%, ALOX12 inh -2%, Anesthetic bind -15%, ERG Ets-DNA blk 6%, Pol eta inh -16% and RGS4 inh -26%.
Screening COc1ccc(NC(=O)Nc2nnc(Cc3ccccc3)s2)cc1 returned POLK inh 15%, LDHA block -1, APE1 inh 17%, Pol beta inh -13%, ALOX12 inh -1%, Anesthetic bind -3%, ERG Ets-DNA blk 2%, Pol eta inh -15% and RGS4 inh 13%.
`O=C(NCC(O)c1ccccc1)c1cccs1` (centres undefined) gave POLK inh 5%, LDHA block -1, APE1 inh 33%, Pol beta inh -12%, ALOX12 inh inconclusive, Anesthetic bind -7%, ERG Ets-DNA blk 1%, Pol eta inh -3% and RGS4 inh -50%.
`COc1ccc(C)c2sc(N(Cc3cccnc3)C(=O)COc3ccccc3)nc12` gave POLK inh -10%[60.1 µM], LDHA block -12, Pol beta inh inconclusive, ALOX12 inh -27%, Anesthetic bind -11%, ERG Ets-DNA blk -6%, Pol eta inh -28% and RGS4 inh -37%.
`O=C(Cc1cccs1)Nc1ccc(F)c(S(=O)(=O)N2CCOCC2)c1` gave POLK inh -5%, LDHA block 1, APE1 inh -2%, ALOX12 inh -18%, ERG Ets-DNA blk 1%, Pol eta inh -13% and RGS4 inh -4%.
`Cc1ccc(S(=O)(=O)N(C)CC(=O)Nc2ccc3c(c2)OCO3)cc1` gave POLK inh -7%, LDHA block -5, APE1 inh 12%, Pol beta inh 90%, ALOX12 inh -20%, Anesthetic bind 0%, ERG Ets-DNA blk 6%, Pol eta inh -3% and RGS4 inh 9%.
For CCC(C)(C)C1CCC2(CC1)NC(=O)N(CC(=O)N1CCN(C(=O)c3ccco3)CC1)C2=O (centres undefined) the results were POLK inh -1%, LDHA block -2, APE1 inh 15%, ALOX12 inh 25%, ERG Ets-DNA blk 4%, Pol eta inh -4% and RGS4 inh 24%.

As a working copy, 4 of the compounds above.
`COc1ccc(C)c2sc(N(Cc3cccnc3)C(=O)COc3ccccc3)nc12` gave POLK inh -10%[60.1 µM], LDHA block -12, Pol beta inh inconclusive, ALOX12 inh -27%, Anesthetic bind -11%, ERG Ets-DNA blk -6%, Pol eta inh -28% and RGS4 inh -37%.
`O=C(Cc1cccs1)Nc1ccc(F)c(S(=O)(=O)N2CCOCC2)c1` gave POLK inh -5%, LDHA block 1, APE1 inh -2%, ALOX12 inh -18%, ERG Ets-DNA blk 1%, Pol eta inh -13% and RGS4 inh -4%.
`Cc1ccc(S(=O)(=O)N(C)CC(=O)Nc2ccc3c(c2)OCO3)cc1` gave POLK inh -7%, LDHA block -5, APE1 inh 12%, Pol beta inh 90%, ALOX12 inh -20%, Anesthetic bind 0%, ERG Ets-DNA blk 6%, Pol eta inh -3% and RGS4 inh 9%.
For CCC(C)(C)C1CCC2(CC1)NC(=O)N(CC(=O)N1CCN(C(=O)c3ccco3)CC1)C2=O (centres undefined) the results were POLK inh -1%, LDHA block -2, APE1 inh 15%, ALOX12 inh 25%, ERG Ets-DNA blk 4%, Pol eta inh -4% and RGS4 inh 24%.

Assay outcomes as filed in PubChem.
